Screening data: PubChem BioAssay, National Center for Advancing Translational Sciences (NCATS)
TRHR enhancer: allosterically enhances the human TRH receptor. P34981. TRHR cells, fluo-8 calcium fluorescence, EC20 TRH enhancement. enhancement, % at 2 µM. 360,000 tested, 0.66% active; in the data active = enhancement above about 30%; note: 0% is about no effect
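TRHR-expressing cells loaded with fluo-8 calcium dye were read kinetically (ex 480/em 530) during compound addition, then stimulated with an EC20 of TRH (10 nM final). Enhancement of the Gq-mediated intracellular calcium response was scored.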
D2 antag: D2 dopamine receptor (human) antagonism. 340,000 tested, 2% active. P14416. inhibition, % at 10 µM. HEK293 TREx D2 cells, calcium flux, dopamine EC80. AID 485344; in the data active = inhibition above about 30%; note: 0% is about no effect
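Tetracycline-induced HEK293 TREx cells expressing D2 receptor forced-coupled to calcium signalling, loaded with no-wash calcium dye. Compounds added and calcium flux read 180 s, then dopamine added at EC80 and read a further 180 s.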
D1 antagonist: human D1 dopamine receptor antagonism | activity change, negative = inhibition, % at 10 µM | HEK293 TREx D1 cells, calcium flux, dopamine EC80; stronger effect = lower value | 360,000 tested, 3.2% active; in the data active = activity change below about -30%; note: % is set by controls: 0 for no effect and ±100 for the full control effect
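After overnight tetracycline induction at 30 C, force-coupled D1 HEK293 cells took up a no-wash calcium dye at room temperature. Compounds were added and monitored 180 s, and the response to EC80 dopamine was then recorded.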
D1 potentiator: enhances dopamine response at the human D1 receptor | HEK293 TREx D1 cells, calcium flux, dopamine EC20 potentiation | potentiation, % at 10 µM | 360,000 tested, 0.036% active | AID 504651; in the data active = potentiation above about 30%; note: 0% is about no effect
D1 agonist: agonists of human D1 dopamine receptor; P21728; HEK293 T-REx D1 cells, calcium flux, agonist mode; activation, % at 2 µM; 360,000 tested, 1% active; AID 504660; note: 0% is about no effect
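Tetracycline-induced HEK293 TREx D1 cells, force-coupled to calcium signalling, were dye-loaded with a no-wash calcium kit. Compound was pin-added after a 10 s baseline. Fluorescence was read kinetically at 1 cycle/s for 180 s, with calcium rises flagged as agonism.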
D2 agonist: agonists of human D2 dopamine receptor | AID 485358 | activation, % at 2 µM | 340,000 tested, 0.53% active | P14416 | HEK293 T-REx D2 cells, calcium flux agonist mode;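 active = activation over 3 SD above normal in the single-dose calcium agonist read, cut at about 30% in these data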; note: 0% is about no effect
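Agonism is scored from calcium flux in a force-coupled, inducible HEK293 cell line expressing D2, read kinetically for 180 s after compound addition against dopamine controls.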
RXFP1 antag: blocks the human relaxin receptor RXFP1. Q9HBX9. HEK293-RXFP1, relaxin-stimulated cAMP HTRF, 30 min; stronger effect = lower value. 350,000 tested, 0.59% active. activity change, negative = inhibition, % at 57.5 µM;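 active = activity change of -60% or lower, but not beyond a set lower limit; inconclusive = change between -60% and -40%, or beyond the set limit; inactive = change above -40%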; note: % is set by controls: 0 for no effect and ±100 for the full control effect
Target sequence (Q9HBX9 whole entry, looked up): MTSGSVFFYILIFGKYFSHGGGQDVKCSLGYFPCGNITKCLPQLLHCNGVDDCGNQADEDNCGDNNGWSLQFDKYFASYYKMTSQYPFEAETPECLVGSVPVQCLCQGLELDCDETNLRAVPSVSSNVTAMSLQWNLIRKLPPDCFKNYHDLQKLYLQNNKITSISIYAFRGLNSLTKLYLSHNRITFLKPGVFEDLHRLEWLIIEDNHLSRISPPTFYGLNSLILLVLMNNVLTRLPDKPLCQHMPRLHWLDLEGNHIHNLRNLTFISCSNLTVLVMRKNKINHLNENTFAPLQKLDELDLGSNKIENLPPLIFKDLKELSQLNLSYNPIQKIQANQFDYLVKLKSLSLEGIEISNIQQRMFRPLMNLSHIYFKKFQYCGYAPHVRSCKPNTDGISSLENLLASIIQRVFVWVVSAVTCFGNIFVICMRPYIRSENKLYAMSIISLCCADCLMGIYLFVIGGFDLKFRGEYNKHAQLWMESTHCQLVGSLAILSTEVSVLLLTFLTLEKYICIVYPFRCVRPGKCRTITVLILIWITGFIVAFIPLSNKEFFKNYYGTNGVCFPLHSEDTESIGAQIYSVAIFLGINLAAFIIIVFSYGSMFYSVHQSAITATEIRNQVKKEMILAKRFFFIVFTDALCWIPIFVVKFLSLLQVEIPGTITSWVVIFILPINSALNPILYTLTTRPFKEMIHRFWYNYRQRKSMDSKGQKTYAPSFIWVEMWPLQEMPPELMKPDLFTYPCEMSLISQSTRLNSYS
TRHR ag: TRH receptor (human) agonism | P34981 | TRHR cells, calcium flux fluo-8, FDSS agonist mode | activation, % at 2 µM | 360,000 tested, 0.18% active | AID 493084; note: 0% is about no effect
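Agonist-mode FDSS calcium read (Ex 480/Em 530, 1 s cycles) in 1536-well TRHR cells with fluo-8 dye, after 10-cycle baseline and 23 nL compound addition; TRH at EC20 (10 nM final) added afterwards for the enhancer phase.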
D2 potentiator: D2 dopamine receptor (human) potentiation. P14416. potentiation, % at 10 µM. AID 485347. HEK293 T-REx D2, calcium flux, EC20 dopamine potentiation. 340,000 tested, 0.34% active;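 active = potentiation over 3 SD above the plate norm, cut at about 30% in these data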; note: 0% is about no effect
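Primary screen. Calcium kinetics in induced HEK293 T-REx D2 cells: compound pre-addition 180 s, EC20 dopamine, 180 s more.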
The depositor's hits bear a star; ? = inconclusive; / = not tested or not shown; & = joins results of further samples; ! = a repeat was not active. Cut-off read from the data, not from the text of the source, unless noted: active = activation above about 30%; inactive = the rest.

SMILES | TRHR enhancer | D2 antag | D1 antagonist | D1 potentiator | D1 agonist | D2 agonist | RXFP1 antag | TRHR ag | D2 potentiator
COc1ccc(CCNC(=O)c2cc3cccc(OC)c3oc2=O)cc1OC | 8 | -9 | -19 | -13 | 0 | 0.3 | 4 | -0.8 | 18
Cc1cc(C)n(CCOc2nonc2N)n1 | 3 | 34* | 4 | -2 | 3 | 0.7 | 25 | 0.0 | -7
COC(CNC(=O)C(=O)Nc1cc2c3c(c1)CCN3C(=O)CC2)OC | -5 | -1 | -16 | -1 | 0 | 0.0 | 38 | -0.1 | -13
COc1ccc([C@@H]2CC=C(C(=O)O)[C@H](c3cccc(Cl)c3)N2S(=O)(=O)c2ccc(Cl)cc2)cc1 | -1 | 2 | -11 | -8 | -1 | -2.3 | / | -0.6 | -6
C=CCN1C(=O)c2ccc(C(=O)Nc3ccccn3)cc2C1=O | 3 | -20 | 7 | -6 | 4 | 0.0 | 0 | 0.0 | 2
C[C@H](NC(=O)C1CC(=O)N(c2ccc3c(c2)OCCO3)C1)C(=O)NC1CCCC1 (stereo partly drawn) | 7 | 21 | 10 | -2 | 2 | -0.2 | -7 | 0.6 | 2
N#C/C(=C\Nc1ccccc1SC(F)(F)F)c1nc(-c2ccc(Cl)cc2)cs1 | 1 | 19 | -10 | 2 | 6 | 1.6 | -7 | 0.3 | 2
Cc1ccc(OCC(=O)N2CCc3ccccc32)cc1 | 8 | -3 | -3 | 1 | 2 | -0.7 | -1 | 1.4 | -1
CCN(CC)C(=O)N1CCn2c(nc3ccccc32)C1 | 3 | 25 | 0 | -1 | 0 | 0.3 | -13 | 0.2 | -10
CCc1ccc(Sc2cc(C(=O)O)c3ccccc3n2)cc1 | -1 | / | 14 | -2 | 0 | -0.3 | 2 | -0.4 | 17
COc1ccc(-c2nc(CSCC(=O)N3CCN(c4ccc(OC)cc4)CC3)c(C)o2)cc1 | 6 | / | -37* | -5 | 4 | 1.2 | -10 | -0.3 | 1
O=C(COc1ccccc1Cl)N1CCN(c2ccc(F)cc2)CC1 | 8 | -21 | -13 | -6 | -2 | 0.9 | -3 | 0.1 | -8
CCc1nc2nc(C)cc(Nc3cccc(C(F)(F)F)c3)n2n1 | 0 | -5 | -9 | -2 | 1 | -0.1 | 0 | -0.3 | -6
C=CCNC(=O)COC(=O)c1nc2nccc(C)n2n1 | -9 | -23 | -3 | -2 | 1 | 1.8 | 3 | 0.9 | -10
CCSC1(SCC)N=C(N)C2(C#N)C(c3ccccc3)NC(C)=CC12C#N (stereo not drawn) | 5 | -1 | 8 | -1 | 0 | 1.0 | -4 | 0.3 | 4
O=C(COC(=O)C1(c2ccccc2)CC1)NNC(=O)c1ccccc1F | -6 | 0 | 6 | 0 | 3 | 0.9 | 7 | 0.4 | 11
CCNC(=S)NNC(=O)C1CCCCC1 | 4 | -23 | 13 | -5 | 1 | 0.1 | 17 | -0.6 | 15
COC(=O)c1ccc(Cn2cc(Cl)cn2)cc1 | -5 | -4 | 3 | -7 | 3 | -0.4 | 1 | -2.1 | 3
COc1cccc(N2CCN(Cc3nnc(-c4ccc5c(c4)OCO5)o3)CC2)c1 | 4 | / | 8 | 5 | 3 | / | -5 | -0.6 | 1
COC(=O)[C@H](CC(C)C)NC(=O)N1CCCCC1C (stereo partly drawn) | -3 | -1 | -78* | -5 | 2 | 0.1 | 5 | 0.3 | 2
CCOC(=O)c1cnc2ccc(C(=O)OC)cc2c1Nc1cccc(C(=O)O)c1 | 0 | 3 | 8 | -4 | 2 | 2.6 | -20 | -0.4 | 8
CCc1ccc(N=c2c([N+](=O)[O-])nn(-c3ccc4c(c3)OCCO4)n2O)cc1 | 4 | 18 | -7 | 3 | 2 | -0.5 | -5 | -0.4 | 2
CCCSc1nc(NCc2ccco2)c2c3c(sc2n1)COC(C)(C)C3 | 3 | -33 | 4 | -2 | 1 | -1.9 | 3 | -1.0 | 10
Cc1nnsc1Sc1ccccc1 | -1 | 24 | 3 | -4 | 4 | 0.4 | -2 | -0.6 | -6
Cc1cccc2cc(C#N)c(N3CCN(C)CC3)nc12 | -12 | -11 | 6 | -1 | 2 | -0.2 | -10 | -0.5 | -17
Cc1cccc(CS(=O)(=O)Cc2ccc(C(=O)NC(C)c3ccccc3)o2)c1 (stereo not drawn) | -1&5 | -8 | -6&25 | -3&0 | 1&-2 | -0.9 | -1&-5 | -1.0&-0.1 | 0&7
CCN(CC)c1ccc(NC(=O)c2cnn3c(C(F)F)cc(-c4ccccc4)nc23)cc1 | 9 | / | 5 | -3 | 0 | -0.5 | -6 | -0.1 | -5
O=C(c1ccc(Cl)cc1)c1c[nH]c(C(=O)C(Cl)(Cl)Cl)c1 | 5 | -30 | 0 | -6 | 0 | 0.4 | -19 | -0.1 | 12
COc1cc(C(=O)NCCCc2ccccc2)cc(OC)c1OC | -3 | 1 | -6 | 18 | 1 | 1.6 | 11 | -1.3 | 4
CC(C)Cn1cnc2c(c(-c3ccccc3)c(-c3ccccc3)n2Cc2ccco2)c1=N | -9 | 46* | 20 | -2 | 34* | 1.6 | -12 | 1.0 | -5

Reprinted at random: 4 entries already listed, in no set order.
SMILES | TRHR enhancer | D2 antag | D1 antagonist | D1 potentiator | D1 agonist | D2 agonist | RXFP1 antag | TRHR ag | D2 potentiator
COC(=O)c1ccc(Cn2cc(Cl)cn2)cc1 | -5 | -4 | 3 | -7 | 3 | -0.4 | 1 | -2.1 | 3
COc1cc(C(=O)NCCCc2ccccc2)cc(OC)c1OC | -3 | 1 | -6 | 18 | 1 | 1.6 | 11 | -1.3 | 4
O=C(COC(=O)C1(c2ccccc2)CC1)NNC(=O)c1ccccc1F | -6 | 0 | 6 | 0 | 3 | 0.9 | 7 | 0.4 | 11
COc1cccc(N2CCN(Cc3nnc(-c4ccc5c(c4)OCO5)o3)CC2)c1 | 4 | / | 8 | 5 | 3 | / | -5 | -0.6 | 1

Going on with the list:
SMILES | TRHR enhancer | D2 antag | D1 antagonist | D1 potentiator | D1 agonist | D2 agonist | RXFP1 antag | TRHR ag | D2 potentiator
Cc1cccc(NC(=O)CSCC(=O)Nc2cc(Cl)ccc2N2CCN(C)CC2)c1 | -1 | -8 | -12 | -6 | 23 | 3.2 | 3 | 0.7 | -14
Cc1nc(N2CCCCC2)c2sc(=S)n(C)c2n1 | -3 | 6 | -5 | -1 | 0 | 0.3 | -1 | 0.3 | -3
Cc1c(C(=O)N2CCCCC2)sc(NC(=O)C2CC2)c1C#N | 3 | -21 | -16 | -2 | 3 | -0.7 | -5 | -0.5 | -1
C[N+](C)(C)CC(=O)N/N=C/c1c2ccccc2cc2ccccc12 | 7 | / | -13 | 7 | 1 | / | 14 | 0.6 | /
O=C(CSc1ncccc1C(=O)Oc1ccccc1Cl)Nc1ccc(C(F)(F)F)cc1Cl | 7 | / | -16 | -3 | -2 | -1.0 | -3 | 0.6 | 7
COC(=O)Nc1ccc2c(c1)ncn2C1CCCCC1 | -5 | -15 | 3 | -5 | 5 | 0.5 | 3 | 0.1 | 2
Cc1ccc(/C=C/C(=O)Nc2ncc(C)s2)o1 | 4 | -4 | 0 | -4 | -1 | -0.2 | 3 | -0.1 | 8
CCOc1ccc(C2CC(=O)n3nc(C45CC6CC(CC(C6)C4)C5)nc3S2)cc1OC (stereo not drawn) | 1 | / | 4 | -1 | 1 | / | -3 | -0.5 | /
O=C(Nc1ccc2c(c1)OCO2)C1CC(c2ccc(F)cc2)=NO1 (stereo not drawn) | -3 | / | 2 | -7 | 3 | / | -8 | 0.9 | /
COc1ccc(C(OC(=O)c2ccco2)C(=O)NC2CCCC2)cc1 (stereo not drawn) | 18 | -15 | 2 | -1 | 2 | -1.4 | 12 | 0.0 | 15
CC(=O)c1ccc(S(=O)(=O)NCCC(=O)OCC(=O)NCCc2ccccc2)cc1 | 2 | -7 | 3 | 0 | 4 | 0.0 | -16 | 0.2 | -7
COc1ccccc1CNC(=O)c1ccoc1C | 0 | 8 | -7 | -2 | 1 | -2.2 | 2 | -0.3 | 8
O=C(NCc1ccc(F)cc1)c1ccc(CSc2nc3ccncc3n2Cc2ccc(F)cc2)cc1 | 17 | / | 4 | -5 | 5 | 0.6 | -19 | 0.2 | 3
COc1cccc(C2C(C(=O)Nc3cccnc3)=C(C)Nc3nnnn32)c1OC (stereo not drawn) | 9 | -15 | -9 | 6 | 1 | 2.1 | -5 | -0.1 | 7
CCCOc1ccc(C2C(C(=O)c3ccc(C)o3)=C(O)C(=O)N2Cc2cccnc2)cc1 (stereo not drawn) | -6 | / | -16 | -1 | 1 | / | / | -0.3 | /
CC1CCN(C(=O)/C=C/c2ccc(C(C)(C)C)cc2)CC1 | -6 | 5 | -5 | -2 | 5 | -0.3 | ? | -0.4 | -2
Cc1cccc(OCC(O)Cn2c(NCCCOC(C)C)nc3c2c(=O)[nH]c(=O)n3C)c1 (stereo not drawn) | 12 | 0 | 4 | 4 | 1 | 0.4 | -4 | -0.1 | 5
CCSCCNC(=O)c1cncc(Br)c1 | 1 | -12 | 10 | 0 | -1 | 0.2 | 0 | -0.1 | 2
N#CN=C(N)c1ccccc1 | -4&19 | -11&-2 | -56*! | 3&4 | 1&2 | 0.4&-0.4 | -4 | 0.2&0.2 | -3&-10
COC(=O)c1ccc(NC(=O)COC(=O)CSc2nc(C)cc(C)n2)cc1 | -2 | -3 | -23 | -3 | 1 | -1.0 | -1 | -0.3 | -2
CN(C)c1ccc(NC(=O)COC(=O)CCC(=O)c2ccc(F)cc2)cc1 | 5 | 0 | 6 | -4 | 0 | 0.0 | -18 | -0.6 | -1
C/C(=N\Nc1cc(C)nc(-c2ccccc2O)n1)c1ccccc1O | -2 | 4 | -3 | -1 | 0 | 0.2 | 13 | -0.1 | -11
CCOc1ccc(S(=O)(=O)NCc2ccc3c(c2)OCO3)cc1C | -9 | 0 | -13 | -5 | 2 | -0.6 | -4 | 0.0 | -11
COc1cc(/C=N/NC2=NS(=O)(=O)c3ccccc32)ccc1OC(C)=O | 3 | -9 | -9 | -3 | 1 | -1.4 | -18 | 1.0 | -8
O=c1c(N2CCOCC2)nsnc1N1CCOCC1 | 28 | -10 | -12 | -1 | 3 | -0.4 | -2 | 1.6 | 2

Part of the list above, tab-delimited.
structure	TRHR enhancer	D2 antag	D1 antagonist	D1 potentiator	D1 agonist	D2 agonist	RXFP1 antag	TRHR ag	D2 potentiator
COc1cc(/C=N/NC2=NS(=O)(=O)c3ccccc32)ccc1OC(C)=O	3	-9	-9	-3	1	-1.4	-18	1.0	-8
CCOc1ccc(S(=O)(=O)NCc2ccc3c(c2)OCO3)cc1C	-9	0	-13	-5	2	-0.6	-4	0.0	-11
CCSCCNC(=O)c1cncc(Br)c1	1	-12	10	0	-1	0.2	0	-0.1	2
